Screening data from PubChem.
INS-1E GSIS act: GLuc luminescence reporter in INS-1E cells, primary screen for activators of glucose-dependent secretion of insulin; INS-1E GLuc reporter insulin secretion, 2-3 h; 370,000 compounds, 0.61% hits; activation, % at 16.6 µM; AID 743287, 2014;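 active means lowest replicate activation of at least 40%, so every replicate reaches that level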;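 further: 0% = median of neutral control wells and 100% = median of IBMX positive control wells; some compounds called inactive have numbers as strong as hits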
CFTR F508del cor: F508del CFTR correction, initial screen, CFBE line, single point | CFBE cells, YFP halide quenching; stimulated with forskolin plus potentiator P3; % fluorescence drop versus neutral controls | AID 720511, 2013 | activity (quench increase), % at 7.58 µM | 350,000 compounds, 0.36% hits;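 active means mean added fluorescence quench of at least 8% versus neutral control, with both replicates also reaching 8%; inconclusive means only one of the mean or replicate conditions met; inactive means mean below 8% and not both replicates reaching 8%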;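 further: cells transiently co-express mutant CFTR-F508del with the halide-sensitive YFP; corrector assay measuring rescue of mutant channel to the surface after 24 h compound exposure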
PAX8 reporter: inhibitors of PAX8-driven TPO luciferase reporter, primary screen, RMG-I cells, single concentration | SteadyGlo, 24 h | inhibition, % at 12.6 µM | 360,000 compounds, 1.2% hits;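 active means mean replicate inhibition at least 60% with every replicate also reaching 60%; inconclusive means only one of the two criteria is met; inactive means mean below 60% and not all replicates reaching 60%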;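 further: luciferase light reporting Pax8 driven TPO promoter activity; plate controls were median of neutral control wells for no effect and mitoxantrone controls for full effect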
DENV2 CPE rescue: inhibitors of DENV2 cytopathic effect, primary screen, cell-based, plate reader, single concentration. 350,000 compounds, 1.7% hits. CPE inhibition, % at 9.99 µM. AID 651640, 2012. DENV2-infected cells, cytopathic effect rescue; in the data active means CPE inhibition above about 20%, passing the limit was not always enough; inconclusive means no clear call, values can overlap the other calls; tested in BHK-21 cells;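 further: 0% = median of neutral control wells and 100% = median of positive control wells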
XiGFP reactiv: activators of inactive X chromosome reactivation, primary screen, imaging, XiGFP fibroblasts, GFP high-content imaging, set 2; XiGFP mouse fibroblasts, % GFP-positive cells imaging, 3 d; cells co-treated with 5-aza-dC sensitizer; scaled so ellipticine positive control = 100%; activation, % at 7.58 µM; 360,000 compounds, 0.055% hits; AID 743238, 2013;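 active means mean normalized replicate activation at least 10% and every replicate at or above 10%; inconclusive means only one of the two criteria met; inactive means mean below 10% and not all replicates reach 10%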;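 further: 0% = median of on-plate neutral control wells and 100% = ellipticine 6 µM median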
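System: SV40-immortalized XiGFP fibroblast cells, line 68-5-11 / Incubation: 3-day compound exposure, then 15 min fixation at room temperature / Compound: single concentration per compound, delivered by pin transfer / Buffer or medium: DMEM plus 5-aza-dC sensitizer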
ERp5 inh: inhibitors of ERp5-driven insulin aggregation, primary screen, biochemical, turbidity, absorbance 650 nm, single point | Protein disulfide-isomerase A6 (Homo sapiens), Q15084 | 90 min | inhibition, % at 9.99 µM | 350,000 compounds, 0.05% hits | AID 651711, 2012;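 active means mean replicate inhibition above about 25%, with every replicate also reaching it, limit read from the data, passing the limit was not always enough; inconclusive means only one of those two criteria met; inactive means neither criterion met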
Target sequence (Q15084 whole entry, looked up): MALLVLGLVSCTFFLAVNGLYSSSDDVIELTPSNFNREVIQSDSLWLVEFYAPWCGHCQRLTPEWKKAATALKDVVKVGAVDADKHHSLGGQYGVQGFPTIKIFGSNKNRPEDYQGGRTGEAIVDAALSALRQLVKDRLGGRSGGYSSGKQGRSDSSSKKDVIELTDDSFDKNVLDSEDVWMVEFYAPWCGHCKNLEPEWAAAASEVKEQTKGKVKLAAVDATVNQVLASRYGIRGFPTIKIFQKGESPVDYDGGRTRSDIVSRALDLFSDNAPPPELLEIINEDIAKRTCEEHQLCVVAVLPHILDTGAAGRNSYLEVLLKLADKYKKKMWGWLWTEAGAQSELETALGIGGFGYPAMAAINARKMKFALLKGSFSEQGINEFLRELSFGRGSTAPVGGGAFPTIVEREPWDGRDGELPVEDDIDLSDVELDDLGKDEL
EWS-Fli inh: EWS/Fli-driven NR0B1 reporter inhibitors, primary screen, A673 cells, NR0B1 luciferase, luminescence, MLPCN library; AID 651661, 2012; viability-normalised; 350,000 compounds, 0.67% hits; inhibition, % at 12.6 µM;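 active means mean inhibition of at least 50% after viability correction, with every replicate also passing that limit; inconclusive means mean reaches 50% but only one of two replicates passes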;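 further: firefly luciferase signal divided by Alamar Blue viability fluorescence both relative to DMSO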
ARNT TACC3 PPI: disruptors of ARNT/TACC3 protein interaction, primary screen, biochemical, AlphaScreen, single concentration; inhibition, % at 9.99 µM; Transforming acidic coiled-coil-containing protein 3 (Homo sapiens), Q9Y6A5; AlphaScreen His-ARNT PAS-B/GST-TACC3 binding, luminescence; TACC3 fragment carries E629A point mutation; 390,000 compounds, 0.66% hits;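 active means mean inhibition of replicates at least 50% and at least half of replicates each reaching 50%; inconclusive means half or more replicates reach 50% but mean below 50%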;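 further: 0% = complete ARNT plus TACC3 wells and 100% = ARNT alone without TACC3; many hits fall short of the cut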
The depositor's hits bear a star; u = inconclusive; x = no result given; & = joins results of further samples.

SMILES	INS-1E GSIS act	CFTR F508del cor	PAX8 reporter	DENV2 CPE rescue	XiGFP reactiv	ERp5 inh	EWS-Fli inh	ARNT TACC3 PPI
CCCC(=O)Nc1ccccc1Sc1ncnc2scc(-c3ccccc3)c12	16	x	9	x	0.0	x	x	0
CCCNC(=O)N(C)C[C@@H]1Oc2cc(C#Cc3cccc(F)c3)ccc2S(=O)(=O)N([C@H](C)CO)C[C@H]1C	-22	4.4	x	-7	0.2	-1	12	-3
CC1=CC=CN2C1=NC(=O)CC2(C)C(=O)N(CC(=O)NC1CCCC1)c1cc(C)cc(C)c1 (stereo not drawn)	-5	-1.9	-11	-1	0.0	1	10	-2
Cc1ccc2c(c1)c1ccc3c(c1n2C)C(=O)C=CC3=O	-21	-8.7	2	2	0.3	3	40	-1
CN1CCc2c(sc3nc(NCCO)n(-c4cccc(Cl)c4)c(=O)c23)C1	12	-2.5	-16	15	0.0	1	-12	-5
COCCCN1C(=O)C(CC(=O)NCCc2ccccn2)CC(C(=O)N2CCCCCC2)=C1C (stereo not drawn)	22	-4.3	-16	-14	0.1	5	-3	x
CSCCC(NC(=O)COc1ccccc1)C(=O)N(C)Cc1ccc(Cl)cc1Cl (stereo not drawn)	-75	2.7	11	9	0.1	3	7	-25
c1ccc(C2CC(c3ccccc3)C(c3ccccc3)N2)cc1 (stereo not drawn)	12	0.6	8	19	0.3	1	15	-1
CC12CC(NC(=O)N1c1cccc(C(=O)N3CCCCC3)c1)c1ccccc1O2 (stereo not drawn)	-10	-3.0	-1	u	0.2	3	x	12
CCCNC(=O)C[C@H]1C[C@H]2c3cc(NC(=O)C4CCOCC4)ccc3O[C@H]2[C@H](CO)O1	-10	-0.8	-16	-1	0.4	8	-4	-17
COc1ccc(C(NC(=O)C2CCN(CCCOc3ccccc3)CC2)c2cccs2)cc1 (stereo not drawn)	-12	-1.1	-3	-7	0.1	4	12	x
O=C(c1cnn2c(C(F)(F)F)cc(-c3ccccc3)nc12)N1CCOCC1	10	-0.3	x	-3	x	-6	3	-4
O=C(C[C@@H]1CC[C@@H](NS(=O)(=O)c2ccccc2)[C@H](CO)O1)NCc1ccccc1F	9	0.9	-1	3	0.2	6	-4	-14
CC(C(=O)NCc1ccccc1)n1cc([N+](=O)[O-])cn1 (stereo not drawn)	11	1.4	-17	5	-0.1	5	3	7
C(=C\c1ccccc1)/CN1CCN(C(c2ccccc2)c2nnnn2C2CCCC2)CC1 (stereo not drawn)	x	-3.6	11	-2	0.2	6	7	x
NC(=O)COC(=O)c1cccc(S(=O)(=O)N2CCCc3ccccc32)c1	3	-3.1	-10	4	0.0	-1	-5	12
O=C(COC(=O)C1CCC1)NCCc1ccc(Cl)cc1Cl	9	-1.6	-4	5	0.2	1	-4	-6
CCn1cc(C(=O)N2CCN(c3ccc(OC)cc3)CC2)c(=O)c2cc(S(=O)(=O)N3CCCCC3)ccc21	x	-1.5	-4	5	0.2	-5	7	10
CCOc1cccc(CN(CC)CC2CCCN(CCc3cccc(OC)c3)C2)c1O (stereo not drawn)	-39	3.4	-22	10	-0.1	3	23	-7
Cc1cc(OCC(=O)NC2CCN(C)CC2)ccc1[N+](=O)[O-]	0	0.2	-1	5	0.2	4	-8	-1
O=C(Nc1ccc(N2CCCC2)c(Cl)c1)c1cccc(-c2cc3ccccc3oc2=O)c1	3	x	-18	-10	0.1	4	-13	-9
COCC(=O)N1[C@H](C#N)[C@H](c2ccccc2-c2ccccc2F)[C@H]1CO	-2	4.4	x	-2	0.1	-3	10	x
CN1C(=O)c2cc(NS(=O)(=O)c3ccc(F)cc3)ccc2OC[C@H]2O[C@@H](CC(=O)NCC(F)(F)F)CC[C@H]21	-2	-2.0	-7	11	0.2	1	9	-14
CCCn1c(NCc2ccc(N(C)C)cc2)nc2ccccc21	x	2.6	-22	24*	0.0	3	-15	13
CC(C)n1nnnc1SCC(=O)c1c(N)n(C2CC2)c(=O)[nH]c1=O	7	-0.9	-4	5	-0.1	3	-2	-1
C=CCN1C2CCCC1CC(NC(=O)Nc1cc(C)cc(C)c1)C2 (stereo not drawn)	x	4.9	-86	3	0.0	6	2	-5
COC(=O)[C@]12C[C@H](CC(=O)NCCCN3CCCC3=O)C(=O)N(CCC3=CCCCC3)C1=C[C@H](COCc1ccccc1)O[C@@H]2C	x	2.1	-24	7	0.0	-7	-1	x
O=C(O)C/C(=C\c1ccc2c(c1)OCO2)c1nc2ccccc2s1	45	1.8	-10	-2	0.0	1	-17	-6
Cc1ccc(SCC(=O)OCC(=O)NCCNC(=O)COC(=O)CSc2ccc(C)c(C)c2)cc1C	6	-2.9	-11	-2	0.1	13	-3	-10
COc1ccc(CNC(=O)[C@@H](Cc2ccccc2)NC(=O)[C@H]2O[C@@H](n3cnc4c(=O)[nH]c(N)nc43)[C@H](O)[C@@H]2O)cc1	x	-2.1	-6	-10	0.4	-4	-8	x
CC(C)Cn1c(N)c(C(=O)COC(=O)c2cccc(Cl)c2)c(=O)n(C)c1=O	-26	-1.5	-3	2	0.1	0	-4	4
CCn1c(SCC(=O)Nc2ccc(Cl)cc2)nnc1C1CC1	2	6.3	-13	9	0.3	-7	-4	-4
CCN(CC)S(=O)(=O)c1ccc2c(c1)nc(CCC(=O)OCC(=O)Nc1cc(OC)cc(OC)c1)n2C	-13	-0.3	29	-10	0.2	-1	-8	-4
Cc1ccc(/C=C2/C(=O)N(c3ccccc3)C(=S)N2C)o1	-11	x	-12	x	0.2	x	x	-1
COc1ccc(S(=O)(=O)N(C)C[C@@H]2Oc3ccc(NS(=O)(=O)c4ccccc4)cc3CC(=O)N([C@@H](C)CO)C[C@H]2C)cc1	5	u	-7	2	-1.0	8	3	-2
CC(C)C#Cc1cnc2c(c1)C(=O)N([C@H](C)CO)C[C@@H](C)[C@@H](CN(C)C(=O)c1cnccn1)O2	15	-1.4	x	8	0.1	2	-21	-21
COc1ccc(NC(=O)Nc2cccc3c2O[C@@H](CN(C)C(=O)Nc2ccccc2)[C@@H](C)CN([C@H](C)CO)C3=O)cc1	4	-0.2	-27	6	-0.3	6	2	x
C[C@H]1CCCCO[C@@H](CN(C)S(=O)(=O)c2cccs2)[C@@H](C)CN([C@@H](C)CO)C(=O)c2cc(N(C)C)ccc2O1	-9	-0.5	25	x	-0.4	x	-17	x
COc1ccc([C@H]2C[C@H](O)C[C@@H](CCn3cc(-c4ccccc4)nn3)O2)cc1	-6	-0.3	30	5	0.0	1	1	x
COc1ccc(CNC(=O)N(C)C[C@@H]2OCc3ccccc3-c3c(n(C)c4ccccc34)C(=O)N([C@@H](C)CO)C[C@@H]2C)cc1	-12&-5	3.6	-16	-5	0.2&-0.1	0	3	x
O=C(Cn1cc([N+](=O)[O-])cn1)NCc1ccccc1	27	-1.7	0	14	0.2	0	2	1
O=C(Nc1nc2cc3c(cc2s1)OCO3)c1ccco1	-2	1.2	33	0	-0.1	u	64*	0
O=C(O)c1cc(Cl)c(Cl)cc1C(=O)Nc1cccc2cccnc12	13	x	16	x	0.2	x	x	20
COc1ccccc1NC(=O)c1cc2c(CO)cnc(C)c2oc1=Nc1cccc(C(N)=O)c1	-18	-5.0	29	4	-0.1	1	3	-15
CCNC(=O)[C@@H]1[C@@H](CO)[C@@H]2Cn3c(ccc(-c4cccc(C(=O)N(C)C)c4)c3=O)[C@H]1N2	12	0.2	x	2	0.0	-2	-2	x
COc1ccccc1N1CCN(C2CCCN(C(=O)c3cc(C)oc3C)C2)CC1 (stereo not drawn)	0	-3.9	10	-1	0.0	0	1	-4
Cc1cc2c(cc1S(=O)(=O)CCC(=O)N(C)C1CCCCC1)OCC(=O)N2	x	-0.9	11	u	-0.1	3	-3	-7
CCOC(=O)NCc1ccc2[nH]c(C)cc2c1	-2	3.9	x	1	-0.4	-3	-2	18
CCC(=O)N(C)C[C@H]1Oc2ncc(C#CC(C)C)cc2C(=O)N([C@H](C)CO)C[C@@H]1C	-5	-1.0	-25	u	0.7	-1	6	0
C[C@@H]1CN([C@H](C)CO)C(=O)c2cc(NC(=O)CCCN(C)C)ccc2O[C@@H](C)CCCCO[C@@H]1CN(C)Cc1ccc(C(F)(F)F)cc1	12	-0.8	x	-3	-0.1	3	6	1
C[C@@H]1CCCCO[C@@H](CN(C)Cc2ccc(C(=O)Nc3ccccc3N)cc2)[C@@H](C)CN([C@H](C)CO)C(=O)c2cc(NC(=O)Nc3ccc(C(F)(F)F)cc3)ccc2O1	-11	1.0	31	5	-0.6	-1	-15	x
CC(=O)COc1cccc2ccc(/C=C/c3ccc(Br)s3)nc12	0	-1.3	-28	-10	0.0	3	-11	5
O=C(CN1CCCc2ccccc21)N/N=C/c1ccccc1O	-17	x	35	x	0.2	x	x	0
C[C@H](CO)N1C[C@H](C)[C@H](CN(C)C(=O)NC2CCCCC2)OCCCC[C@H](C)Oc2ccc(NC(=O)CCCN(C)C)cc2C1=O	13	1.5	x	1	0.2	-2	-4	-2
Cc1cc(C)c2c(=O)n(CC(=O)NC3CCCC3)sc2n1	-3	-8.6	-15	u	-0.1	-10	-2	1
O=C(O)C[C@@H]1CC[C@@H](NC(=O)c2ccccc2F)[C@@H](CO)O1	2	0.8	-2	-1	0.6	0	-3	-3
COc1ccc(-c2cnc3c(NC(C)=O)cc(-c4cccc(C(=O)N(C)C)c4)cn23)cc1OC	10	1.6	15	-11	0.0	-2	2	x
C[C@H]1CN([C@@H](C)CO)C(=O)Cc2cc(NC(=O)Cc3cn(C)c4ccccc34)ccc2O[C@@H]1CN(C)Cc1ccc(C(=O)O)cc1	-24	3.2	7	-4	0.7	1	3	18
CCCCn1nc2cc(C(=O)NCc3ccccc3OC)ccc2c1OCC	9	-0.7	-23	-14	0.0	-7	-7	-2
Cc1[nH]cnc1CSCc1ccc(Cl)cc1	9	-2.1	-4	-3	0.0	-3	4	-2

Remaining list, next part.
SMILES	INS-1E GSIS act	CFTR F508del cor	PAX8 reporter	DENV2 CPE rescue	XiGFP reactiv	ERp5 inh	EWS-Fli inh	ARNT TACC3 PPI
O=C(Nc1ccccc1)Nc1ccc(F)cc1F	-1	-1.2	-158	-5	0.3	-2	-62	x
COc1ccc(Cc2noc(CN3CCN(Cc4cccc(Cl)c4)CC3)n2)cc1OC	-26	x	15	-2	0.0	-1	14	3
CCc1cccc(OCCn2nc(C(=O)O)c3ccccc3c2=O)c1	7	-0.8	-13	2	0.0	3	2	27
C[C@H](CO)N1C[C@H](C)[C@H](CN(C)C(=O)Nc2ccc(F)cc2)Oc2ccc(NC(=O)Cn3cnnn3)cc2C1=O	9	1.0	10	0	0.0	-7	0	-19
Cn1ccnc1SCC(=O)NCC(=O)Nc1ccc(F)c(F)c1F	-5	-1.3	-7	-7	-0.1	-10	-2	-5
NC1=NC(=O)/C(=C/c2cn(CCC(=O)O)nc2-c2ccc(F)cc2)S1	41	x	3	8	1.6	-3	3	3
